# High-throughput results from PubChem.
# Lipid storage S3 = qHTS Assay for Lipid Storage Modulators in Drosophila S3 Cells | Drosophila S3 cells, BODIPY lipid droplet fluorescence, 18-24 h; cells fed with added oleic acid | lipid storage change, negative = inhibition, % at the top dose, mostly 46.1 µM; hits show Potency in µM | 320,000 tested, 0.64% active; active means well fitted inhibition curve with a large enough effect in the signal ratio, with a control signal flat, not every such curve was filed as active; inconclusive means small, poorly fitted or top-dose-only effect, or effect the other way, or a change in a side signal; the % refers to the signal ratio
#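 Drosophila S3 cells got compounds at several concentrations plus oleic acid (400 uM solution). Laser-scanning cytometry with 488 nm excitation read lipid droplets at 500-530 nm and cells at 575-640 nm. Percent activity was relative to 20 uM Triacsin C.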
# Lipid storage S3 cell count max = second read-out of Lipid storage S3, no call of its own (marks repeat the call); cell number change, %; measured here: cell count max response;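 cells counted by Cell Tracker Red CMTPX staining in the red channel; peak over a dose series mostly up to 46.1 µM; percent activity relative to internal control wells on each plate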
# Active calls of the source: *; i = inactive; u = inconclusive; x = not tested or not shown. On the % scale 0 is the no-effect control and ±100 the full control effect; potency means the concentration at half of the fitted maximal effect. Some of the compounds tested; the hit share may differ from the screen's.
# The opening 5 records as a preview:
SMILES	Lipid storage S3	Lipid storage S3 cell count max
N#CC1=C(N)Nc2nc3ccccc3n2C1c1ccc(F)cc1 (stereo not drawn)	8.1%	-13.2
COc1cc(C(=O)NCCCN2CCCC2=O)cc(Br)c1OCc1ccccc1	u	x
CCn1c(CN2CCOCC2)nnc1SCC(=O)Nc1ccccc1Cl	u	x
CCOC(=O)C(C(=O)OCC)C(C)C#CCN1CCCCC1 (stereo not drawn)	u	x
CCOC(=O)/C(=C\C=C1/Sc2cc(OCC)c(OCC)cc2N1CC)C(C)=O	u	x

# The whole of this part (from the top)
SMILES	Lipid storage S3	Lipid storage S3 cell count max
N#CC1=C(N)Nc2nc3ccccc3n2C1c1ccc(F)cc1 (stereo not drawn)	8.1%	-13.2
COc1cc(C(=O)NCCCN2CCCC2=O)cc(Br)c1OCc1ccccc1	u	x
CCn1c(CN2CCOCC2)nnc1SCC(=O)Nc1ccccc1Cl	u	x
CCOC(=O)C(C(=O)OCC)C(C)C#CCN1CCCCC1 (stereo not drawn)	u	x
CCOC(=O)/C(=C\C=C1/Sc2cc(OCC)c(OCC)cc2N1CC)C(C)=O	u	x
COc1ccc(-c2cc3c(=O)n(CC(=O)N4CCN(C)CC4)ncn3n2)cc1	u	x
COC(=O)c1ccc(C2C3=C(Nc4nnnn42)c2ccccc2OC3)cc1 (stereo not drawn)	u	x
C/C(N)=C(/C#N)C(=O)COC(=O)CNS(=O)(=O)c1ccc(F)c(F)c1F	u	x
Cc1ccc(C(=O)Nc2c(-c3cccs3)c(=O)c3ccccc3n2C)cc1	u	x
O=C(CSc1nnc2ccccn12)NCCc1ccc(Cl)cc1	15.1%	x
CC1(C)OC(C)(C)/C(=C/Nc2ccc(O)cc2)C1=O	u	x
CCCn1c(SCC(=O)NC2CCCCC2)nnc1-c1ccncc1	28.9%	18.1
COc1ccc(C(NC(=O)c2ccco2)c2ccc(OC)c(OC)c2)cc1OC	u	x
O=C(Nc1nnc(C2CC2)o1)c1ccc(S(=O)(=O)N2CCCCC2)cc1	-26.5%	-2.1
COc1ccc(-c2csc(NC(=O)C3CC(=O)N(Cc4ccco4)C3)n2)cc1 (stereo not drawn)	u	x
COc1ccc(NC(=O)CSc2ccc(F)cc2)cc1S(=O)(=O)N1CCCCC1	17.9%	-8.0
O=C(CSc1nnnn1Cc1ccccc1)c1ccccc1	u	x
CC(C)(C)c1ccc(OCC(=O)N/N=C/c2cc(Br)ccc2OC(=O)c2ccco2)cc1	8.4%	-14.6
N=c1c(C(=O)NCCc2ccccc2)cc2c(=O)n3ccccc3nc2n1CCCN1CCOCC1	6.51µM*	-19.0*
CCOC(=O)Cc1ncccc1C(=O)Nc1ccc(Oc2ccccc2)cc1	-7.2%	-6.4

# The listing continues.
SMILES	Lipid storage S3	Lipid storage S3 cell count max
OCC[C@@H]1C[C@@H](O)[C@H](O)[C@@]2(Cc3ccccc3CCO2)O1	u	x
CCOC(=O)C(C)Sc1nc(-c2ccc(OC)cc2)nc2c1c(=O)n(C)c(=O)n2C (stereo not drawn)	u	x
Cc1oc(-c2ccc(Cl)cc2)nc1CS(=O)CC(=O)NC1CCCCC1 (stereo not drawn)	i	-11.4
CCC1(C)Cc2c(sc3c2c(=O)n(C)c2nnc(SCc4ccccc4)n32)CO1 (stereo not drawn)	u	x
COc1ccc(CCNC(=O)c2cccc(S(=O)(=O)NC(C)c3ccccc3)c2)cc1 (stereo not drawn)	u	x
COc1ccc(OC)c(C(=O)NC2CCSc3ccccc32)c1 (stereo not drawn)	u	x
Cc1nn(-c2ccc(Cl)cc2)c(=O)c2c(C)noc12	19.0%	22.1
CCOc1c(Cl)cc(CNCc2ccccn2)cc1OC	8.4%	x
O=C(CN1C(=O)NC2(CCc3ccccc32)C1=O)NCc1ccc(F)cc1 (stereo not drawn)	u	x
COc1cc(C(=O)OCCNC(=O)c2ccncc2)cc(OC)c1OC	-2.1%	-0.4
CN1C(=S)SC(N(O)C(=O)Nc2cccc3ccccc23)C1(C)C (stereo not drawn)	u	x
O=C(CSc1nc2c(sc3ccccc32)c(=O)n1CCO)NCC1CCCO1 (stereo not drawn)	u	x
Cc1ccc(CS(=O)(=O)CCC(=O)NCc2cccs2)cc1	-5.8%	11.6
O=C(Nc1cccc(Cl)c1N1CCOCC1)c1ccc([N+](=O)[O-])o1	u	x
O=C1CCCN1CC1CCN(Cc2nc(CC3CC3)no2)CC1	-11.5%	14.3
Cc1ccc(NC(=O)CNC(=O)c2ccco2)cc1Cl	i	5.6
Cc1cc(NS(C)(=O)=O)c(=O)n(Cc2cccc(F)c2)c1	u	x
Cc1ccc(-c2noc(CCCc3ccccc3)n2)cc1	u	x
COc1cc(OC)cc(N(C(=O)CNC(=O)c2cccs2)C(C(=O)NCC2CCCO2)c2ccccc2)c1 (stereo not drawn)	u	x
COc1ccc(/C(N)=N/OC(=O)c2ccc3c(c2)OCO3)cc1OC	-4.6%	2.2

# Continuation:
SMILES	Lipid storage S3	Lipid storage S3 cell count max
Cc1ccc(Nc2nnc(SCc3cc(=O)n4ccsc4n3)s2)c(C)c1	u	x
Cc1cc(OCCOCCN(C)C)ccc1Cl	u	x
Cc1cccc(N2CCN(C(=O)CN(C)S(=O)(=O)c3ccc4c(c3)CCC(=O)N4)CC2)c1C	u	x
FC(F)(F)c1ccc(/C=N/n2c(COc3ccccc3)n[nH]c2=S)cc1	u	x
CS(=O)(=O)Nc1ccccc1C(=O)NCCSc1ccccc1	u	x
Cc1ccc(-n2c(Cc3noc4ccccc34)n[nH]c2=S)cc1	u	x
CN(C)S(=O)(=O)c1cccc(NC(=O)COC(=O)c2cccn2C)c1	u	x
Brc1ccccc1-c1nnc2sc(-c3ccc4c(c3)OCCO4)nn12	u	x
CNC(=O)/C(=C\c1cccc(Oc2ccccc2)c1)NC(=O)c1ccccc1	-0.3%	2.1
O=C(c1ccco1)N1CCN(c2nc(C(F)(F)F)nc3c2nnn3Cc2ccccc2)CC1	u	x
Cc1ccc(N2CCN(C(=S)c3ccc(-c4ccccc4[N+](=O)[O-])o3)CC2)cc1	u	x
Cc1cc2nc(N3CCN(C(=O)c4ccco4)CC3)sc2cc1C	u	x
CC1(C)CC(=O)N(CC(=O)O)c2ccccc2S1	u	x
COc1ccc(C(=O)Nc2ccc(Cl)cn2)cc1S(=O)(=O)N1CCCC1	u	x
CCC1(C)NC(=O)N(CC(=O)N2CCN(c3cccc(Cl)c3)CC2)C1=O (stereo not drawn)	u	x
CCN(CC)S(=O)(=O)c1cccc(C(=O)Nc2sc3c(c2C(N)=O)CCCC3)c1	4.8%	-5.7
C=CCOC(=O)C1=C(C)NC2(O)c3ccccc3C(=O)C12O (stereo not drawn)	u	x
Cc1c(C(=O)N2CCc3ccccc3C2)oc2ccc(S(=O)(=O)N3CCCCCC3)cc12	u	x
Cc1ccc(NC(=O)C2CCCN2S(=O)(=O)c2cccc3cccnc23)c(C)c1 (stereo not drawn)	u	x
CCN1CCc2nc3sc(C(=O)N4CCc5ccccc5C4)c(N)c3cc2C1	i	-20.0

# The list goes on:
SMILES	Lipid storage S3	Lipid storage S3 cell count max
COc1ccc(OC)c(C(=O)Cn2nnc3ccccc3c2=O)c1	u	x
O=C(O)CCCC(=O)N(Cc1ccccc1)Cc1ccccc1	i	-10.2
COc1cc(C(CCN2CCCCC2)c2c(OC)cc(OC)c3c(C)cc(=O)oc23)cc(OC)c1OC (stereo not drawn)	12.5%	-9.9
CC(C)Oc1ccc(C(=O)N2CCCc3ccccc32)cc1	u	x
CCN(Cc1nc(-c2cccc(C)c2)no1)C(=O)c1ccc2c(c1)OCO2	i	3.8
Oc1ccc(Br)cc1CNc1ccccn1	2.5%	3.3
O=c1[nH]c(=S)[nH]nc1Cc1ccccc1	u	x
O=C(Nc1ncc([N+](=O)[O-])s1)c1ccccc1Br	u	x
CN(C)C1C(=O)c2ccccc2C1=O	u	x
COc1ccc(OC)c(S(=O)(=O)NC2CC(=O)N(c3cccc(F)c3)C2)c1 (stereo not drawn)	u	x
C=CCNCCCOc1ccc(Cl)cc1C(C)(C)C	i	x
CCN(C(=O)COC(=O)CNC(=O)C12CC3CC(CC(C3)C1)C2)C1CCS(=O)(=O)C1 (stereo not drawn)	-22.2%	3.9
Cc1cc(C)c(O)c(N)c1	-0.7%	0.3
Cc1c(NS(=O)(=O)c2cccc(C(=O)NCc3ccccc3Cl)c2)c(=O)n(-c2ccccc2)n1C	u	x
COc1cc(C(=O)Nc2cccc(-n3cnnn3)c2)cc(Cl)c1OC	u	x
CCOCCc1nnc(NC(=O)Cc2ccc(Br)cc2)s1	u	x
O=C(O)c1c[nH]c(=O)c2ccccc12	u	x
Cc1cccc(CSC2=CS(=O)(=O)c3ccccc3N2)c1	1.8%	2.1
CC1CC(C)CN(S(=O)(=O)c2ccc(NC(=O)[C@@H]3CCCN3C(=O)c3cccs3)cc2)C1 (stereo partly drawn)	u	x
COc1ccc(C(=O)NC2CC2)cc1OC1CCN(Cc2ccc(F)cc2F)CC1	u	x

# 5 successive records from above:
SMILES	Lipid storage S3	Lipid storage S3 cell count max
COc1ccc(OC)c(C(=O)Cn2nnc3ccccc3c2=O)c1	u	x
O=C(O)CCCC(=O)N(Cc1ccccc1)Cc1ccccc1	i	-10.2
COc1cc(C(CCN2CCCCC2)c2c(OC)cc(OC)c3c(C)cc(=O)oc23)cc(OC)c1OC (stereo not drawn)	12.5%	-9.9
CC(C)Oc1ccc(C(=O)N2CCCc3ccccc32)cc1	u	x
CCN(Cc1nc(-c2cccc(C)c2)no1)C(=O)c1ccc2c(c1)OCO2	i	3.8

# (more compounds)
# Fields: Lipid storage S3	Lipid storage S3 cell count max
- O=C(Nc1ccc2c(c1)OCO2)c1noc2c1CCCCC2
→ u	x
- O=C(Nc1ccccc1)N1CCCC(c2nc(-c3cccs3)no2)C1 (stereo not drawn)
→ u	x
- Cc1ccc(O)c(N=Nc2nccs2)c1
→ -5.7%	-9.8
- C=C(C)CN(CC)C(=O)CCc1nnc(CCCc2ccccc2)o1
→ u	x
- O=C(CSc1nc(Nc2ccccc2)nc(N2CCOCC2)n1)NC1CCCCC1
→ 15.9%	26.5
- Cc1ccc(S(=O)(=O)Nc2cc(=O)[nH]c(SCC(=O)Nc3ccccc3Cl)n2)cc1
→ u	x
- CC(C)(CO)NS(=O)(=O)c1ccc2c(c1)Cc1cc(S(=O)(=O)NC(C)(C)CO)ccc1-2
→ u	x
- Cc1ccc(NC(=O)c2ccc(OC(=O)c3cc4ccccc4o3)cc2)cc1
→ i	20.4
- CC(C)CC(=O)NCCc1ccncc1
→ u	x
- Cc1ccc(Nc2nnc(SCC(=O)NC3CCCc4ccccc43)s2)cc1 (stereo not drawn)
→ u	x
- O=C(C1=C[C@@H](c2csc3ccccc23)C[C@@H](OCc2ccc(CO)cc2)O1)N1CCOCC1
→ -2.2%	2.4
- O=C(c1cccc(N2CCCC2=O)c1)N1CCOCC1
→ u	x
- COc1ccc(/C=N/NC(=O)c2cccc(OC(F)(F)C(F)F)c2)c(OC)c1OC
→ 12.3%	x
- COc1ccc(OC)c(NC(=O)CSc2nncc(=O)n2N)c1
→ -3.4%	x
- O=C(N/N=C/c1ccco1)c1ccn[nH]1
→ u	x

# New compounds follow:
# Fields: Lipid storage S3	Lipid storage S3 cell count max
- CC(C)(C)OC(=O)NCCNC(=O)c1cccs1
→ u	x
- O=c1[nH]c2cc3c(cc2cc1C(c1nnnn1C1CCCCC1)N1CCSCC1)OCCO3 (stereo not drawn)
→ u	x
- O=C1Nc2ccc(Cl)cc2C12Nc1ccccc1-c1nnc(SCc3ccccc3F)nc1O2 (stereo not drawn)
→ u	x
- COc1ccc(S(=O)(=O)NCc2ccc3c(c2)cc(C)n3C)cc1
→ u	x
- CC1CCCN(CCC(=O)Nc2ccc(F)c(F)c2)C1 (stereo not drawn)
→ u	x
- COCCNCc1ccccc1
→ 18.4µM*	-17.8*
- CC(=O)N(CCC(c1ccccc1)c1ccco1)Cc1cccs1 (stereo not drawn)
→ i	-2.1
- CCOC(=O)Cn1c(=NC(=O)c2sc3ccccc3c2Cl)sc2cc(S(N)(=O)=O)ccc21
→ u	x
- CCNc1nc(SCCOc2ccccc2)nc(N(C)C)n1
→ u	x
- O=C(CCCn1c(SCC(=O)c2ccc(F)cc2)nc2ccccc2c1=O)NCc1ccccc1
→ u	x
- CN(C1CCCCC1)S(=O)(=O)c1ccc2[nH]c(=O)oc2c1
→ 1.6%	-8.6
- C=CCN(CC=C)S(=O)(=O)c1ccc(C(=O)Nc2nnc(CSC)o2)cc1
→ u	x
- Cc1ccc(C)c(/C=C(\C(=O)O)c2ccc(S(=O)(=O)N3CCCCC3)s2)c1
→ u	x
- C/C=C/c1ccc(OC(C)=O)c(OC)c1
→ -7.4%	-10.6
- Cc1ccc2c(c1)-c1c(cnn1CC(=O)Nc1ccccc1N1CCN(C)CC1)CO2
→ 20.3%	-2.7

# In the list so far, these contain a cyano group.
# Fields: Lipid storage S3	Lipid storage S3 cell count max
- N#CC1=C(N)Nc2nc3ccccc3n2C1c1ccc(F)cc1 (stereo not drawn)
→ 8.1%	-13.2
- C/C(N)=C(/C#N)C(=O)COC(=O)CNS(=O)(=O)c1ccc(F)c(F)c1F
→ u	x

# (cont.)
# Fields: Lipid storage S3	Lipid storage S3 cell count max
- COc1ccc(O)c(/C=N/NC(=O)c2ccc(OCc3cccc(Br)c3)cc2)c1
→ u	x
- COc1ccc2[nH]c(C)c(CCN3C(=O)C4C5C=CC(C5)C4C3=O)c2c1 (stereo not drawn)
→ u	x
- CCC(Oc1ccc(Br)cc1)C(=O)N1CCN(c2ncccn2)CC1 (stereo not drawn)
→ u	x
- CCOc1ccc(C(=O)NC(=S)Nc2cc(C)ccn2)cc1[N+](=O)[O-]
→ u	x
- CCCc1cc(-c2n[nH]c(=S)n2-c2cccc(C)c2)cs1
→ u	x
